Screening data from PubChem.
Vif imaging – inhibitors of HIV Vif; HEK293T cells, Vif self-association by quenched fluorescence, imaging, 24 h; inhibition, % at 7.49 µM; hit rate 0.35% among 340,000; AID 602346; in the data active = inhibition above about 50%, passing the limit was not always enough; note: some results filed as inactive read as strong as hits
ABCB6 inh MLPCN – inhibitors of human ABC transporter ABCB6; Q9NP58; K562-ABCB6 porphyrin accumulation, flow cytometry, 1 h; active compounds read low; fluorescence ratio to DMSO, % at 10 µM; hit rate 0.19% among 360,000; AID 602162;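 active = fluorescence ratio to DMSO below 75%, the collection mean minus 3 SD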;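 note: signal is porphyrin accumulated inside mitochondria; 100% equals median channel fluorescence of DMSO control wells; lower ratio means ABCB6 inhibition with less porphyrin fluorescence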
Target sequence (Q9NP58 whole entry, looked up): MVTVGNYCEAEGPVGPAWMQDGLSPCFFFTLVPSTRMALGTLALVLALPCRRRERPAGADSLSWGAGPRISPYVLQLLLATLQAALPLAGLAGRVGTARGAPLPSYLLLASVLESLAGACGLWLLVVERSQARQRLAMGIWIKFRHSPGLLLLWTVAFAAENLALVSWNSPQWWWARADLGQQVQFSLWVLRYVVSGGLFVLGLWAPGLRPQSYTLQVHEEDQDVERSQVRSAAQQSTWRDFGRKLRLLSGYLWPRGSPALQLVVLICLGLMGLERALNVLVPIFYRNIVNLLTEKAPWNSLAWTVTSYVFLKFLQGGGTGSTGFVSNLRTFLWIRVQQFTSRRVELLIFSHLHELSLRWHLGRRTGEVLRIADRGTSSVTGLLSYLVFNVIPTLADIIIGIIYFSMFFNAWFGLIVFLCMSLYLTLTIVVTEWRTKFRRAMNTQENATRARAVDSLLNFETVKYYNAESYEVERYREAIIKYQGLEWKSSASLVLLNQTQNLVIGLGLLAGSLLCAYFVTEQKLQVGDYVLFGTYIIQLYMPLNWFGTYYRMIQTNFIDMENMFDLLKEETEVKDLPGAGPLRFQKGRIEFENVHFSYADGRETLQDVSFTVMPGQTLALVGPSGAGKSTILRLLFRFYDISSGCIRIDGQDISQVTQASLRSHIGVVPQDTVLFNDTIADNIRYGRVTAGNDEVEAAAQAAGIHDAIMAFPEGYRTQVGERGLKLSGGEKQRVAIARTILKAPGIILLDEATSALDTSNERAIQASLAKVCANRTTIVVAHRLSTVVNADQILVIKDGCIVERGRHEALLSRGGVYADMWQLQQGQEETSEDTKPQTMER
H9c2 protect – myocardial damage modulation in H9c2 cells. protection from H2O2 cell death, % at 20 µM. H9c2 cardiomyocytes, H2O2 injury protection, ATPLite, 2 h. hit rate 0.63% among 360,000;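 active = compounds giving at least 50% protection of heart cells from peroxide-induced death in the single-dose screen, raw or plate-pattern-corrected value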;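 note: 0% = DMSO wells with peroxide and 100% = DMSO wells without peroxide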
HTR2A ag – activates the mouse 5-HT2A serotonin receptor; P35363; CHO-K1 mHTR2A beta-arrestin complementation, luminescence; percent of 30 µM serotonin response; activation, % at 7.6 µM; hit rate 0.66% among 360,000; AID 624169;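 active = activation above a run cutoff, the mean activation of all tested compounds plus 3 SD, cut at about 14% in these data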;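 note: 0% = plate median of compound wells and 100% = 30 µM serotonin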
MC4R ag barr – agonists of human melanocortin 4 receptor (MC4R) beta-arrestin. U2OS MC4R beta-arrestin complementation, luminescence; percent of melanotan II response, DMSO zero. activation, % at 8.9 µM. hit rate 0.98% among 360,000;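 active = activation above a per-plate cutoff, the mean activation of sample wells on that plate plus 3 SD, cut at about 8% in these data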
MC4R antagonist – human MC4R antagonism in cAMP assay. P32245. hit rate 0.48% among 360,000. AID 540295. inhibition, % at 6.5 µM. MC4R-expressing cells, MTII-stimulated cAMP, LANCE TR-FRET;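 active = inhibition above its plate's cutoff, the mean of tested wells on that plate plus 3 SD, cut at about 29% in these data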;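 note: 0% = Melanotan II alone and 100% = Melanotan II plus saturating MCL0020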
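Material: U2OS-MC4R stable cell line | Reagent: Melanotan II challenge after compound preincubation | Doses: One concentration, 6.5 µM nominal | Incubation: 30-min compound preincubation, 1-h Melanotan II challenge, 1-h detection, room temperature | Signal: TR-FRET cAMP assay | Replicates: One well per compound, no replicates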
Glyco luc inh – blocks N-linked glycosylation in D54 reporter cells | D54 ERlucT glycosylation luciferase reporter, 24 h; percent of 100 nM tunicamycin response | reporter increase, % at 12.5 µM | hit rate 0.23% among 360,000;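 active = mean luciferase reporter signal, scaled so untreated is 0 and the glycosylation-blocking control 100, at or above a set limit in every replicate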;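 note: luciferase carries N-glycosylation sites so blocking glycosylation raises the light; 0% = median of neutral control wells and 100% = median of 100 nM tunicamycin wells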
aDG glyco act – alpha-DG glycosylation activation; Pro5-aDG cells, alpha-DG glycosylation AlphaScreen (IIH6); 0% Pro5, 100% B10-LARGE cell signal; activation, % at 10 µM; hit rate 0.22% among 360,000;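 active = activation of at least 8% versus controls, or a plate z-score of at least 8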;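 note: Pro5 are CHO cells carrying HIG-tagged alpha-DG that lacks glycosylation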
CaV13 ICDI inh – Disruptors of the CACNA1D IQ motif to Ca2+-dependent inactivation inhibitor domain association, primary screening, Förster resonance energy transfer in intact living …. HEK cells, CFP/YFP FRET ICDI-IQ, plate reader, 10 min; percent FRET-ratio fall versus neutral wells. inhibition, % at 12.3 µM. hit rate 0.098% among 340,000. AID 743397;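 active = mean replicate inhibition of at least 30% and at least 1% of replicates passing that level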;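 note: 0% = median of the neutral control wells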
PDI turbidity – blocks human protein disulfide isomerase activity; P07237; PDI insulin aggregation turbidity, A650, 90 min; inhibition, % at 10 µM; hit rate 0.052% among 350,000; AID 588391;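 active = mean inhibition across replicates of 30% or more, whatever share of single replicates reach that level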;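 note: absorbance from insulin aggregation driven by PDI reduction with DTT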
Numbers without * were called inactive; . = no result given.

SMILES	Vif imaging	ABCB6 inh MLPCN	H9c2 protect	HTR2A ag	MC4R ag barr	MC4R antagonist	Glyco luc inh	aDG glyco act	CaV13 ICDI inh	PDI turbidity
CCO[C@H]1OC(C(=O)O)=C[C@@H](C(C)(C)C)[C@@H]1CCCO	3	100	5	-8	-0.9	0	1	-0.1	-12	-1
CCOC(=O)N1CCN(C(=O)CSc2ncccn2)CC1	-15	97	3	-4	-0.6	13	2	-0.1	-4	6
CCCCCCN1CCN(C2CN(C3CCCCC3)S(=O)(=O)C2)CC1 (centres undefined)	.	92	2	-1	.	.	4	-0.1	-9	.
O=C(O)c1cc(NC(=O)c2ccc([N+](=O)[O-])cc2)cc(NC(=O)c2ccc([N+](=O)[O-])cc2)c1	6	93	-3	-1	-1.6	1	0	-0.1	-18	6
CSc1nnc(N2C(=O)C(O)=C(C(=O)c3ccco3)C2c2ccc(F)cc2)s1 (centres undefined)	-24	107	-9	2	-2.0	13	1	0.0	-4	5
O=C(O)CCc1nn2c3ccccc3n(Cc3ccccc3F)c2nc1=O	-33	105	-8	-1	-1.5	-5	0	-0.3	-4	-7
CN(c1ccc(OCC(=O)OCC(=O)c2c(N)n(C)c(=O)n(C)c2=O)cc1)S(=O)(=O)c1ccc2ccccc2c1	9	88	6	3	1.4	-24	3	-0.3	-6	2
COc1cc(C(=O)NCCOc2cc(C)ccc2C(C)C)cc(OC)c1OC	-27	92	-18	-8	3.0	15	8	1.4	-4	-1
Cc1cccc(NC(=O)CSc2nnc(NC(=O)C3CCC3)s2)c1	12	95	-8	2	-1.1	10	-1	0.1	-2	1
CCCN(CCC)C(=O)CSc1nc2c(sc(=S)n2-c2ccc(OCC)cc2)c(=O)[nH]1	-2	97	-10	2	-3.5	7	-1	-0.1	-3	-1
COc1cc(CNCc2cccs2)ccc1OCc1cccs1	-3	100	-7	-5	3.8	2	-2	0.6	-5	13
Cc1onc(-c2ccccc2)c1NC(=O)Nc1c(-c2ccccc2)noc1C	11	97	-7	-3	-1.4	16	0	0.1	-5	0
COc1ccc2c(c1)c(=O)oc1cc(O)ccc12	-4	93	0	0	-1.1	-1	2	0.0	.	.
Cn1cc(-c2ccccc2C(N)=O)c(=O)c2cc(Cl)ccc21	-5	103	2	2	-0.3	9	0	-0.3	-9	2
O=C1CNC(=O)N1	-5	99	-8	-6	-0.6	-1	-1	-0.1	-6	-5
COc1ccc(-n2c(SCC(=O)Nc3nc(C)cs3)nnc2-c2ccoc2C)cc1	.	96	17	5	-0.8	10	.	-0.2	-6	-3
Cc1ccc(CNC(=O)c2ccc(Cn3nc(C)c(Cl)c3C)o2)cc1	.	90	3	-5	-1.9	-1	-4	0.5	.	7
CCN(CC)c1ccc(N=Cc2ccccc2[N+](=O)[O-])cc1	-7	102	-14	3	-2.3	-1	3	0.3	-5	-1
Cc1cc(CNC(=O)COc2ccc(C#N)cc2)c2ccccc2n1	-7	103	3	-7	-3.6	-22	3	0.5	4	10
COc1ccc(Cl)c(-c2cc(C(=O)Nc3ccc(C)c(NS(C)(=O)=O)c3)[nH]n2)c1	-23	93	5	-4	-0.9	5	2	-0.2	-6	9
Cc1ccc2nc(SCC(=O)Nc3ccc4[nH]c(=O)[nH]c4c3)[nH]c2c1	-14	97	8	5	-2.3	-11	0	-0.3	-4	-4
COc1ccc(N2CCN(c3cc(C)c4cccc(C)c4n3)CC2)cc1	0	100	-18	3	-0.9	3	1	-0.3	1	0
COc1ccc(CN2CC(=O)N3[C@H]4c5ccccc5OC[C@@H]4[C@H](c4ccccc4)[C@]3(C)C2=O)cc1	0	100	7	-2	1.0	6	-1	0.1	-5	8
CCc1cccc(C)c1NC(=O)c1cc(-c2ccncc2)nc2ccccc12	-2	100	4	8	5.2	1	0	2.8	-5	10
CC(C)C(=O)Nc1ccc(C(=O)NNC(=S)NC(=O)c2ccco2)cc1	0	101	3	15*	-0.5	13	0	-0.1	-10	-3
O=C(Nc1ccc2c(c1)CCC2)c1ccccc1	-10	101	-9	-1	-0.6	15	-13	0.2	-5	-3
CCn1c(C(=O)NCCCc2ccccc2)cc2sccc21	-1	100	1	-3	3.2	27	0	-0.1	-4	-3
O=C(O)COCC(=O)Nc1ccccc1-c1ccccc1	2	105	-1	1	1.5	28	-1	-0.1	-4	1
Cc1nc(C)c(C(=O)Nc2cccc(Cl)c2)o1	0	108	4	-3	-1.9	9	2	-0.1	-5	-8
O=C(CCNC(=O)c1ccccc1)N/N=C/c1ccc([N+](=O)[O-])cc1	-4	94	2	1	-0.1	5	2	-0.2	11	7
O=C(COc1cccc2ccccc12)N/N=C/c1ccccc1OCc1ccc(C(=O)O)cc1	-1	87	-2	3	-1.3	4	3	0.0	-13	-3
Cc1ccc(S(=O)(=O)NN=Cc2ccc(N3CCOCC3)cc2)cc1[N+](=O)[O-]	7	95	-1	5	-1.7	5	1	0.0	-5	-7
Cc1ccc(NC(=O)N2CCCc3ccccc32)cc1C	.	102	-8	3	-1.9	10	.	0.2	.	7
O=C(c1nc2nc(-c3ccc(Cl)cc3)cc(C(F)(F)F)n2n1)N1CCOCC1	2	102	-3	5	0.0	7	4	0.1	-3	-1
O=C(Cn1cc([N+](=O)[O-])cn1)NCc1ccccc1	11	96	5	1	-0.7	1	0	0.0	8	8
O=C(Nc1c(-c2ccccc2)nc2ccc(Cl)cn12)c1cccs1	-8	105	1	1	-2.0	6	-2	0.2	-4	-2
O=C(O)CC(NS(=O)(=O)c1ccc2c(c1)OCCO2)c1ccccc1[N+](=O)[O-] (centres undefined)	3	94	-8	2	-1.1	6	1	0.0	-7	-1
O=C1C=Cc2cccc3ccc(O)c1c23	-7	112	41	-7	1.0	2	-9	0.1	-1	8
Cc1cc(Cl)c(S(=O)(=O)NCC2CCCO2)cc1OCC(N)=O (centres undefined)	.	89	13	-1	0.3	21	1	-0.2	2	5
CSc1ccccc1OCc1cc(C(=O)N2CCC(c3ccncc3)CC2)no1	-15	84	-12	12	-1.8	-4	4	4.7	-7	-1
CCc1nc2c(OCCOc3ccc(F)cc3)cccn2c1N(C)C(=O)C(C)C	-4	98	-5	-1	-1.7	2	-1	0.4	-18	7
O=C(CN1CCOCC1)Nc1cccc(S(=O)(=O)N2CCCCCC2)c1	-2	103	4	6	-2.4	-1	1	-0.3	-6	-1
O=C(CNS(=O)(=O)c1cccs1)N1CCN(c2ccccn2)CC1	2	94	1	7	0.3	2	1	-0.3	-7	12
CCCCn1c(N)c(N(CCOC)C(=O)CC(NC(=O)c2ccccc2)c2ccccc2)c(=O)[nH]c1=O (centres undefined)	.	98	1	1	-2.8	3	3	0.3	-6	2
CCOc1ccc(NC(=S)N2CCN(C/C=C/c3ccccc3)CC2)cc1	-7	99	-10	-5	-0.1	14	-1	0.0	-7	4
CC(C)(C)c1ccc(C(=O)NCC(=O)N2CCNC(=O)C2)cc1	-5	99	0	-8	1.0	0	3	0.0	-3	-4
CCOc1cc(OCC)cc(C(=O)Nc2cccc(C(C)=O)c2)c1	-5	133	-3	-4	-1.7	2	7	-0.1	-3	-2
COC(=O)C1Sc2[nH]c(=O)sc2C(c2ccc(Cl)cc2)C1C(=O)OC (centres undefined)	0	102	5	-1	-0.2	4	3	0.1	-8	-8
CCCS(=O)(=O)NC(=O)C1(C)CCN(C(=O)c2ccc(C(F)(F)F)cc2)C1 (centres undefined)	5	70*	-2	1	0.9	-4	-1	-0.1	-11	12
Cc1c(Cl)cccc1NC(=O)COC(=O)C12CC3CC(CC(O)(C3)C1)C2	-8	100	-1	-3	-2.4	-1	-2	0.0	-3	-10
COC(=O)Nc1ccc(S(=O)(=O)NNC(=O)c2c(O)c3ccccc3n(C)c2=O)cc1	-4	100	7	-7	-3.8	-1	0	-0.2	-2	6
Cc1ccc2nc(-c3ccc(O)cc3)oc2c1	0	94	-20	5	-0.8	-3	-11	-0.1	-2	7
N#CC(=Cc1ccncc1)c1ccccc1	2	106	1	-1	0.3	-7	-3	0.1	-7	-6
CC(C)(C)c1ccc(C(=O)NCCC(=O)Nc2cc(Cl)ccc2N2CCOCC2)cc1	-1	103	-7	-1	0.3	9	2	0.0	-5	5
CCOc1ccccc1/C=C/C(=O)c1ccc(Cl)cc1	0	104	-6	-1	1.6	4	11	0.2	-5	5
O=C(CNC(=O)c1cccs1)c1ccc(Cl)cc1	8	102	-8	3	0.1	5	-13	0.0	-3	4
Cc1[nH]c(=S)c(C#N)c(-c2ccco2)c1C(=O)N(C)C	3	95	0	4	-1.9	-3	1	0.0	4	-4
Cc1cccc(C(=O)NCC(=O)N(C)CC(=O)Nc2ccc(N3CCOCC3)cc2)c1	-2	101	0	-3	-2.3	12	0	0.3	.	-1
Cc1ccc(-n2nc(C)c3c(C)c(CCC(=O)O)c(C)nc32)cc1C	-15	100	2	3	-0.6	28	1	0.1	-19	8
CC(C)Cc1nc2oc3c(=O)[nH]cnc3c2c2c1CCC2	7	95	6	3	1.8	-4	3	-0.1	.	-2
(cont.)
SMILES	Vif imaging	ABCB6 inh MLPCN	H9c2 protect	HTR2A ag	MC4R ag barr	MC4R antagonist	Glyco luc inh	aDG glyco act	CaV13 ICDI inh	PDI turbidity
C/C(CC(=O)Nc1ccccc1[N+](=O)[O-])=N\NC(=O)COc1ccccc1C	.	108	-1	-4	-1.3	3	.	-0.3	-5	-2
CC1(C)Cc2c(cnn2-c2ccc(F)cc2)C(NC(=O)CN2CCCCC2=O)C1 (centres undefined)	-8	99	8	-3	-0.1	-2	-1	-0.1	-6	6
CCOC(=O)CC(=O)CSc1ncnc2c1cnn2-c1ccccc1	-19	107	-13	0	-0.4	12	-1	-0.4	.	1
Cc1ccc(CN2CCN(/N=C/c3ccco3)CC2)c(C)c1	-5	96	-5	-2	-1.3	4	0	-0.1	-7	-3
Cc1c(/C=N\NC(=O)c2cccc(F)c2)cnn1C	0	99	9	-5	-0.2	5	0	-0.3	-3	-6
O=C(Nc1nc2c(s1)CN(Cc1ccccc1)CC2)c1c(F)cccc1F	-1	99	1	-1	0.9	20	-1	-0.1	-5	5
O=C(c1ccco1)N1CCN(C(=S)Nc2ccc(Br)cc2Cl)CC1	12	92	-4	0	0.3	10	1	-0.1	-10	0
COc1ccc(NC(=O)c2cccs2)cn1	-4	100	0	5	-1.6	7	2	0.0	-5	-1
CC(=NC1CCCC1)c1c(C)[nH]n(-c2nc3ccccc3s2)c1=O	11	99	4	1	-2.0	3	-8	0.1	-3	-3
Cn1c(=O)c2c(ncn2CC(=O)Nc2ccccc2Sc2ccccc2)n(C)c1=O	.	93	2	-4	-1.2	2	0	0.2	-14	4
O=C(CSc1nnc2c(n1)[nH]c1ccccc12)N1CCCCC1	7	101	5	-5	0.8	7	2	0.1	-3	2

A portion of the results above:
SMILES	Vif imaging	ABCB6 inh MLPCN	H9c2 protect	HTR2A ag	MC4R ag barr	MC4R antagonist	Glyco luc inh	aDG glyco act	CaV13 ICDI inh	PDI turbidity
CCO[C@H]1OC(C(=O)O)=C[C@@H](C(C)(C)C)[C@@H]1CCCO	3	100	5	-8	-0.9	0	1	-0.1	-12	-1
CCOC(=O)N1CCN(C(=O)CSc2ncccn2)CC1	-15	97	3	-4	-0.6	13	2	-0.1	-4	6

Hits appear at their usual frequency. Share with any hit: about 3.6%.
